Screening data deposited in PubChem BioAssay by several laboratories.
Tb hexokinase: T. brucei hexokinase 1 inhibition | recombinant TbHK1, G6PDH-coupled NADH A340 | inhibition, % at 10 µM | actives 0.11% (n = 220,000);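 active means inhibition of 50% or more in the single-dose primary screen; inactive means inhibition below 50%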
PGE2 EP2 inh: EP2 receptor (human) inhibition; actives 0.52% (n = 260,000); AID 1422; C6 glioma cells expressing human EP2, cAMP TR-FRET; cells stimulated with saturating PGE2; P43116; inhibition, % at 25 µM;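 active means percent inhibition above 40 after rounding to a whole number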;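 further: rat C6 glioma host cells with rolipram phosphodiesterase inhibitor present; the protocol text gives 20 µM as final concentration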
14-3-3 Bad PPI: disrupts binding of bovine 14-3-3 zeta to phospho-Bad peptide; TR-FRET 14-3-3zeta/Dy647-pBad peptide displacement, 1 h; inhibition, % at 21.7 µM; actives 0.71% (n = 220,000); AID 781;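 active means inhibition above about 70%, limit read from the data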;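 further: 0% = full 14-3-3 plus peptide FRET controls and 100% = background without 14-3-3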
Target sequence (P63103 whole entry, looked up): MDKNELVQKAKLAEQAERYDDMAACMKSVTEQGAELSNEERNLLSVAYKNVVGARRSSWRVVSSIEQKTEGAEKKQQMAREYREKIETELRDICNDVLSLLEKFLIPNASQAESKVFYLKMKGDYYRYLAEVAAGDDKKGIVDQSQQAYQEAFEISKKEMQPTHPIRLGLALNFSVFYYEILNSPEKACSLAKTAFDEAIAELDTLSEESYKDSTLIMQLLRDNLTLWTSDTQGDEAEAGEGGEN
Hck-Nef inh: inhibitors of human Hck kinase activated by Nef. P08631. AID 463187. Recombinant Hck-YEEI plus Nef, Z-Lyte FRET kinase assay. inhibition, % at 20 µM. actives 0.68% (n = 220,000);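 active means Hck-Nef kinase inhibition above about 50%, limit read from the data; inactive means inhibition below that limit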;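 further: 0% = DMSO with Hck plus Nef and 100% = Hck alone without Nef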
Target sequence (P08631 whole entry, looked up): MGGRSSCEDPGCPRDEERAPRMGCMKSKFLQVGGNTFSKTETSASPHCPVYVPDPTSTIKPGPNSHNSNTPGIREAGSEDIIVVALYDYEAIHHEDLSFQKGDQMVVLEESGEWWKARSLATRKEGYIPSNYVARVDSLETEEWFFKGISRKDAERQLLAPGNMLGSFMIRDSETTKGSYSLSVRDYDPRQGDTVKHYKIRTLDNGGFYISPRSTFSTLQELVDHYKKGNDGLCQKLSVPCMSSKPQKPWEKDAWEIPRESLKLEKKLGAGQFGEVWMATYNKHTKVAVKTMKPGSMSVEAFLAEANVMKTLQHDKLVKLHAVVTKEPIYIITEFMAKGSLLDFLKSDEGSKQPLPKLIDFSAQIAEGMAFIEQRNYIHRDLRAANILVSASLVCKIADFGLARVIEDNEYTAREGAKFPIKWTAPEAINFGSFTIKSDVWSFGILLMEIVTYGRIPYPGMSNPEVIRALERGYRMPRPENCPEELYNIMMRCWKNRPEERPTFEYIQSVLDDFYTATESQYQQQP
Rad51 HR inh: blocks human Rad51 in homologous recombination; hRad51 DNA strand exchange, fluorescence dequenching; actives 0.085% (n = 200,000); inhibition, % at 10 µM;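 active means inhibition above 40% at the single screening dose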;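 further: 0% = DMSO control wells and 100% = blanks with heterologous ssDNA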
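Test system: preformed human Rad51 ssDNA filaments. Compound dosing: single dose, 10 µM final compound. Incubation: filaments 15 min 37 °C, then compound 30 min. Technique: FRET fluorescence dequenching, excitation 485 nm, emission 520 nm. Read-out basis: percent inhibition from fluorescence, normalised to plate control and blank means. Benchmarks: plate controls and plate blanks.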
eIF4E 4G PPI: blocks eIF4E binding to eIF4G; inhibition, % at 21.7 µM; TR-FRET eIF4E-eIF4GI(517-606) binding, 2 h; actives 0.37% (n = 220,000); P63073+Q04637;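 active means inhibition above about 30%, limit read from the data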;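 further: 0% = full FRET control wells and 100% = background wells lacking eIF4GI fragment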
EP2 modulator: modulators of human EP2 prostaglandin E2 receptor. P43116. actives 0.83% (n = 260,000). EP2-expressing cells, cAMP HTRF FRET, PGE2 co-stimulation. induction, % at 25 µM;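 active means compounds whose cAMP rise, as percent of the full-agonist control response, exceeds 60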;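 further: rat C6 glioma line stably carrying human EP2 under a CMV promoter; the protocol text gives 20 µM as final concentration; 100% = response of wells given 1 µM PGE2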
m-calpain inh: blocks pig calpain II enzyme activity. purified calpain II, fluorogenic peptide substrate, 30 min. inhibition, % at 16 µM. actives 0.37% (n = 220,000). AID 1236;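 active means inhibition above about 50%, limit read from the data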
L929 necroptosis: L929 zVAD cell death inhibition; actives 0.38% (n = 220,000); L929 zVAD necroptosis rescue, ATP luminescence, 24 h; with zVAD 60 µM; AID 1377; viability rescue, % at 10 µM;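 active means activation, scaled between plate controls, above about 75%, limit read from the data; inactive means activation under that limit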;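 further: 0% = zVAD with DMSO and 100% = DMSO alone without zVAD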
* hit, by the source's call; · = no result given; & = joins results of further samples; [ ] = remark or other dose.

SMILES | Tb hexokinase | PGE2 EP2 inh | 14-3-3 Bad PPI | Hck-Nef inh | Rad51 HR inh | eIF4E 4G PPI | EP2 modulator | m-calpain inh | L929 necroptosis
CCOc1ccc(NC(=O)C2CC(=O)NC(N3CCc4ccccc43)=N2)cc1 (stereo not given) | 26 | 10 | -3 | 2 | -5 | -2 | -22 | 23 | -0.5
Cc1ccc(NC(=S)N(Cc2cccs2)Cc2cc3cc(C)ccc3[nH]c2=O)cc1 | -12 | 13&10 | -1 | 3 | · | -1 | -31&-57 | -29 | 0.7
O=C(NCc1ccccc1)C(=O)NCC1OCCN1S(=O)(=O)c1ccc([N+](=O)[O-])cc1 (stereo not given) | -1 | 4 | -3 | 15 | · | -1 | 0 | -9 | -0.5
Oc1ccccc1C=NC(c1ccccc1)C(O)c1ccccc1 (stereo not given) | -6 | 0 | 0 | 3 | · | -5 | 44 | 9 | -0.2
CN(C)c1nc(N)nc(Cn2nnc(-c3ccc(C(F)(F)F)cc3)n2)n1 | 35 | 8 | -5 | 0 | 14 | -10 | -20 | -16 | 1.7
CCOC(=O)C(=CNCC(=O)OC)C(=O)OCC | -3 | 11 | -1 | 0 | -2 | 1 | 12 | -13 | 0.7
CCOc1ccc(-n2c(Cc3cc(=O)[nH]c(=O)[nH]3)nnc2SCC(=O)NC2CCCC2)cc1 | -5 | 9 | -2 | -1 | -3 | 9 | 16 | 12 | 1.9
Cc1cc(CNC(=O)COc2ccc(C#N)cc2)c2ccccc2n1 | 2 | 7 | 5 | -3 | 7 | -1 | -17 | 3 | 1.0
COC(=O)c1oc2ccccc2c1-n1cccc1 | -9 | 9 | -8 | 23 | 2 | -2[fluorescence artefact?] | 24 | 11 | 0.3
COc1ccc(N2CC(C(=O)OC(C)C(=O)c3ccccc3)CC2=O)cc1 (stereo not given) | -4 | 2 | -2 | 21 | 15 | 4 | -2 | -7 | 3.1
CC1(c2ccc(Cl)cc2Cl)OCC(Cn2ccnc2)O1 (stereo not given) | 2 | 10 | 41 | 3 | 1 | -1 | -24 | 23 | 0.1
CCCNC(=O)c1ccc(CN2CCc3ccccc3C2)cc1 | 1 | 10 | -8[fluorescence artefact?] | 14 | -7 | 0 | -24 | -10 | 0.3
Oc1c(CN2CCc3ccccc3C2)cc(Cl)c2cccnc12 | 6 | 11 | 5[fluorescence artefact?] | 2 | -6 | -2[fluorescence artefact?] | 7 | 35 | 58
CN1CCN(C(=O)/C(=C\c2ccc3c(c2)OCO3)NC(=O)c2cccs2)CC1 | -18 | 2 | -6 | 26 | -4 | -1 | -24 | 31 | 0.1
O=C(NCCNC(=O)c1cc(OCC(F)(F)F)ccc1OCC(F)(F)F)Nc1ccc(OC(F)(F)F)cc1 | 4 | 4 | 2 | -1 | -32 | -9 | 21 | -6 | -0.3
Cc1nnc(Cl)c2nn(-c3ccccc3F)c(C)c12 | 3 | 11 | 34 | 11 | · | 2 | 30 | -10 | 0.1
Cc1c(C(=O)Nc2ccc(-c3nnc4n3CCCCC4)cc2)oc2c1ccc1ccccc12 | -21 | 6 | -8 | 2 | · | 1 | -52 | -60 | 4.3
Cc1ccc(S(=O)(=O)N2CCOC2CNC(=O)C(=O)NCCc2ccc(S(N)(=O)=O)cc2)cc1 (stereo not given) | -9 | -1 | 3 | 22 | · | -6 | 28 | -18 | -0.2
Cc1ccc(C(C[N+](=O)[O-])n2nc(C)cc2C)cc1 (stereo not given) | -4 | 17 | -8 | 1 | -4 | 0 | -15 | 17 | -1.1
CCn1c(-c2cccnc2Cl)nc2cc(C)c(C)cc21 | -3 | 2 | -5 | 24 | -6 | -3 | -8 | -4 | 0.0
CN(C)C=Nc1ccccc1C1C=NNC1=O (stereo not given) | 30 | 5 | -1 | 5 | 3 | 0 | 16 | -12 | 0.7
O=C(CSc1ncccn1)N1CCN(C(c2ccccc2)c2ccccc2)CC1 | -3 | 9 | 18[fluorescence artefact?] | 0 | -3 | -6[fluorescence artefact?] | 38 | -10 | 0.7
O=C(Cc1ccccc1)n1nc(-c2ccccc2)nc1NCc1ccco1 | 0 | 9 | 5 | 2 | 0 | -1 | 21 | -14 | 24
O=C(c1cccc(F)c1)N1CCN(C(=O)c2nn3cccnc3c2Cl)CC1 | 4 | 18 | 8[fluorescence artefact?] | 10 | 25 | 1[fluorescence artefact?] | 37 | -15 | 0.3

Entries of single compounds, quoted from the list. Values in the order: Tb hexokinase, PGE2 EP2 inh, 14-3-3 Bad PPI, Hck-Nef inh, Rad51 HR inh, eIF4E 4G PPI, EP2 modulator, m-calpain inh, L929 necroptosis
Profile of Cc1nnc(Cl)c2nn(-c3ccccc3F)c(C)c12 = 3, 11, 34, 11, ·, 2, 30, -10, 0.1
Profile of O=C(NCCNC(=O)c1cc(OCC(F)(F)F)ccc1OCC(F)(F)F)Nc1ccc(OC(F)(F)F)cc1 = 4, 4, 2, -1, -32, -9, 21, -6, -0.3
Profile of O=C(CSc1ncccn1)N1CCN(C(c2ccccc2)c2ccccc2)CC1 = -3, 9, 18[fluorescence artefact?], 0, -3, -6[fluorescence artefact?], 38, -10, 0.7
Profile of O=C(c1cccc(F)c1)N1CCN(C(=O)c2nn3cccnc3c2Cl)CC1 = 4, 18, 8[fluorescence artefact?], 10, 25, 1[fluorescence artefact?], 37, -15, 0.3

(next part)
SMILES | Tb hexokinase | PGE2 EP2 inh | 14-3-3 Bad PPI | Hck-Nef inh | Rad51 HR inh | eIF4E 4G PPI | EP2 modulator | m-calpain inh | L929 necroptosis
COc1ccccc1Cn1c(CO)nc2ccccc21 | -5 | 5 | -1 | 3 | -28 | -1 | 6 | 4 | 0.1
NC1=NC[C@H](Cc2ccc(O)cc2)N1CCc1cccc(F)c1 | 1 | 7 | -2 | 17 | 2 | -3 | 28 | 8 | -0.7
CCS(=O)(=O)NCC(c1ccco1)N1CCN(c2ccc(F)cc2)CC1 (stereo not given) | -7 | 10 | -20[fluorescence artefact?] | 1 | 10 | -1 | 14 | -13 | 0.7
ClC(=C\c1ccccc1)/C=N/N1CCN(c2ccccn2)CC1 | -6 | 6 | -1 | 1 | 4 | 4 | 6 | -24 | 0.5
COc1ccc(OCC(=O)N/N=C/c2ccsc2)cc1 | 7 | 3 | 13[fluorescence artefact?] | 0 | -3 | -3 | 4 | 6 | 1.0
O=C(c1cc(-c2ccco2)on1)N1CCN(C(c2ccccc2)c2ccccc2)CC1 | 0 | 3 | -8 | 0 | 4 | -8 | 29 | -31 | 4.5
CCOc1ccc(C(=O)N2CCN=C2SC)cc1OCC | 2 | 7 | -11 | 2 | 0 | 5[fluorescence artefact?] | 23 | -17 | -0.3
O=C(Nc1ccccc1Cc1ccccc1)c1oc2ccccc2c1COc1ccccc1 | 0 | 8 | 3[fluorescence artefact?] | -1 | · | 1 | 37 | 17 | -0.6
Nc1cc(C2CCCC2)nn1-c1ccccc1 | -2 | 4 | -5 | 1 | -2 | -1 | -7 | 27 | 2.6
Cc1c(Cl)cccc1N=Cc1ccc([N+](=O)[O-])s1 | -1 | 7 | -17 | 0 | -9 | 0 | -2 | -11 | 0.8
COc1cccc(C2c3c(oc4ccccc4c3=O)C(=O)N2CCCN2CCOCC2)c1 (stereo not given) | -2 | 8 | 4 | -9 | · | 5 | -11 | -13 | ·
COC(=O)c1nnn(-c2nonc2N)c1CN1CCc2ccccc21 | -9 | 11 | -4 | 9 | -7 | -1 | 4 | 14 | -1.1
O=C(CCc1ccc(S(=O)(=O)N2CCOCC2)cc1)N1CCN(Cc2ccc3c(c2)OCO3)CC1 | -10 | 6 | -13 | 0 | 0 | -8[fluorescence artefact?] | 5 | -46 | 1.3
CCN(CC)c1nc(Nc2ccccc2)nc(Oc2ccc(=O)[nH]n2)n1 | -9 | 6 | 1[fluorescence artefact?] | 0 | 2 | -7 | 4 | -43 | 0.7
CCn1c(CSc2nc3ccccc3s2)nc2ccccc21 | -7 | 6 | -2 | 2 | 0 | -7 | -11 | -28 | -0.1
COCCN1C(=O)c2[nH]nc(-c3ccccc3O)c2C1c1ccc(OC)cc1 (stereo not given) | -7 | 9 | -5 | -3 | · | -8 | 4 | -6 | -0.3
CCC1(C(=O)OC)CCc2c(cc(OC)c3ccccc23)C1=O (stereo not given) | -6 | 1 | 3 | 7 | -21 | 4 | 35 | -334 | 0.7
CC(O)CNC(=O)Cc1cc(=O)[nH]c(=O)[nH]1 (stereo not given) | 0 | 5 | 8 | 1 | -20 | 1 | 20 | 3 | -0.8
O=C(COC(=O)CNC(=O)c1ccccc1F)Nc1ccc2c(c1)OCCO2 | -2 | 14 | -5[fluorescence artefact?] | 3 | -3 | 3 | 13 | -23 | 0.9
COc1ccc(N2CCC(CNC(=O)Nc3ccc(Cl)cc3)C2)cc1 (stereo not given) | -4 | 10 | -3 | 29 | 1 | 18 | -66 | -24 | 7.1
COC(=O)c1cccc(-n2c(C)cc(C=O)c2C)c1 | 0 | 4 | 12 | 4 | -7 | -1 | 6 | 27 | 0.0
CCn1c(C(=O)NCCCN2CCc3ccccc3C2)cc2sccc21 | -1 | 7 | -13 | 2 | -5 | 9 | -56 | -2 | -1.1
COc1ccccc1CNC(=O)c1cccc(S(=O)(=O)N2CCN(C)CC2)c1 | 3 | 8 | -13 | 25 | 17 | 3 | -5 | -1 | 0.2
CN(C)/C=C/c1[nH]c(=O)[nH]c(=O)c1[N+](=O)[O-] | -43 | 13 | -1 | 11 | 28 | -2 | 16 | -6 | 0.9
CCc1nc2ccccc2n1CC(C)C(=O)O (stereo not given) | 1 | 12&1 | 54[fluorescence artefact?] | 1 | 8 | 5 | 14&9 | -6 | 0.5
C=C(C)C(=O)Nc1cccc(C2=NOC3(C2)C[C@@H](C(N)=O)N(C(=O)/C=C/C=C/C)C3)c1 (stereo not given in full) | 15 | 15 | 38 | 20 | 4 | 7 | 7 | 23 | 0.5
N#Cc1ccc(N2CCN(C(=O)c3cccc(F)c3)CC2)c(F)c1 | -3 | 5 | 11 | -8 | 0 | 24[fluorescence artefact?] | -2 | -1 | -1.3
Cc1ccnc(SCCn2c(N3CCN(c4ccccc4)CC3)nc3c2c(=O)[nH]c(=O)n3C)n1 | 18 | · | -1[fluorescence artefact?] | 7 | · | 7[fluorescence artefact?] | 12 | -3 | 0.0
COc1ccc(Cn2c(=O)[nH]c3cc(C(=O)Nc4ccc(N5CCN(C)CC5)cc4)ccc32)cc1 | -9 | 5 | -8 | 0 | · | 3[fluorescence artefact?] | -15 | -9 | 3.5
NC(=O)CCN1CCN(CCOC2Cc3cc(Cl)ccc3Sc3ccccc32)CC1 (stereo not given) | -15 | 10 | -15 | 4 | 12 | 3[fluorescence artefact?] | 32 | -13 | -0.4
O=C(CC(c1ccccc1)c1cc(Br)ccc1O)N1CCCCC1 (stereo not given) | 11 | 8 | -1 | -3 | · | 5 | 9 | 18 | 0.3
O=C(CN1C(=O)C2C3CC(C(Br)C3Br)C2C1=O)N1CCN(Cc2ccccc2)CC1 (stereo not given) | -1 | 11 | -1 | 22 | · | -2 | -25 | 2 | -0.3
CCOC(=O)C1(C)C=C(Nc2ccc(NC(C)=O)cc2)C(=O)N1c1ccc(NC(C)=O)cc1 (stereo not given) | -11 | 5 | -8 | 3 | 0 | 5 | -7 | -1 | 0.1
Cc1ccc(S(=O)(=O)Cn2nnnc2C(C(C)C)N2CCN(c3nc4ccccc4s3)CC2)cc1 (stereo not given) | -9 | 13 | -4 | 3 | 3 | 2[fluorescence artefact?] | -54 | -44 | 0.5
O/N=C1\CCCc2ccccc21 | -2 | 6 | -10 | 15 | -2 | 1 | -8 | -6 | 0.1

The list is partial, so the mix of outcomes need not match the whole.
